# Compound activity deposited in PubChem by National Center for Advancing Translational Sciences (NCATS).
# HCMV inh: blocks human cytomegalovirus replication | HFF cells, HCMV-luciferase reporter, 72 h; active compounds read low | 410,000 compounds, 4.5% hits | AID 1259415 | activity change, negative = inhibition, % at 57.5 µM; in the data active means activity change below about -60%; inconclusive means no clear call, values can overlap the other calls; inactive means above about -39%
#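 Two compound doses tested in HFFs infected with HCMV-luciferase, MOI 1 PFU/cell, 72 h at 37C. Lysate luminescence read with OneGlo; data normalized against buffer-only and 10uM Salinomycin inhibitor controls.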
# LmPK inh: blocks Leishmania mexicana pyruvate kinase activity. 290,000 compounds, 0.37% hits. Q27686. Potency, µM (doses to about 57.5 µM), for inactives: top-dose activity change, negative = inhibition, most hits filed as inhibitors. purified LmPK, Kinase-Glo ATP luminescence, 1 h. AID 1721; further: potency means the concentration at half of the fitted maximal effect
# Target sequence (Q27686 whole entry, looked up): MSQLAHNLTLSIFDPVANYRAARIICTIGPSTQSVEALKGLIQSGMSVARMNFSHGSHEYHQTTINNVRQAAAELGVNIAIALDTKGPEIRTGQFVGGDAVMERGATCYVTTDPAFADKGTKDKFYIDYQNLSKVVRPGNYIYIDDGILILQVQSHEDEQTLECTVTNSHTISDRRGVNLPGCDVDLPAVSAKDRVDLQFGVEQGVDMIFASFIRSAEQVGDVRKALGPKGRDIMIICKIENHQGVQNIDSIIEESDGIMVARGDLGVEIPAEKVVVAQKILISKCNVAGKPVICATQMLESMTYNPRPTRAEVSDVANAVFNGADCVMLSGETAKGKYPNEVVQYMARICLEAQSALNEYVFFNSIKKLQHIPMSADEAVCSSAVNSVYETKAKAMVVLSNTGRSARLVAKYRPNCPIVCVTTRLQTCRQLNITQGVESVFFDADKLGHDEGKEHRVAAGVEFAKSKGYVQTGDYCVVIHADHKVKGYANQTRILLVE
#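 In 50 mM imidazole pH 7.2 with 7 mM MgCl2, LmPK (0.1 nM) turned over PEP (0.5 mM) and ADP (0.1 mM) for 1 h at room temperature. Luciferase read-out of ATP.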
# AMA1 RON2 block: inhibitors of Plasmodium falciparum AMA1-RON2 interaction; AlphaScreen AMA1-biotinylated RON2 peptide binding; Potency, µM (top dose mostly 58.2 µM), for the others: top-dose activity change, negative = inhibition, hits mostly inhibitors; 360,000 compounds, 0.2% hits; AID 720542;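 further: potency means the concentration at half of the fitted maximal effect; 0% = vehicle wells and -100% = peptide control; nearly all actives have a fitted effect of over 45% in size; some results filed as inactive show a strong effect at the top dose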
#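 AMA1 (3D7) with his tag at 25 nM final met compounds first, then biotinylated RON2 peptide at 25 nM; detection used donor plus acceptor beads, 10 µg/mL apiece, read by AlphaScreen after 30 min at room temperature.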
# AmpC detergent: inhibitors of E. coli AmpC beta-lactamase with detergent; P00811; AmpC hydrolysis of nitrocefin, absorbance 480 nm, 0.01% Triton; Potency, µM (titrated, usually from 114 µM), without a hit: at the top dose activity change, negative = inhibition, actives largely listed as inhibitors; 370,000 compounds, 0.041% hits; AID 485294;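 further: potency means the concentration at half of the fitted maximal effect; 0% = no-compound wells and -100% = no-enzyme wells; nearly all actives have a fitted effect of over 25% in size; some results filed as inactive show a strong effect at the top dose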
# Target sequence (P00811 whole entry, looked up): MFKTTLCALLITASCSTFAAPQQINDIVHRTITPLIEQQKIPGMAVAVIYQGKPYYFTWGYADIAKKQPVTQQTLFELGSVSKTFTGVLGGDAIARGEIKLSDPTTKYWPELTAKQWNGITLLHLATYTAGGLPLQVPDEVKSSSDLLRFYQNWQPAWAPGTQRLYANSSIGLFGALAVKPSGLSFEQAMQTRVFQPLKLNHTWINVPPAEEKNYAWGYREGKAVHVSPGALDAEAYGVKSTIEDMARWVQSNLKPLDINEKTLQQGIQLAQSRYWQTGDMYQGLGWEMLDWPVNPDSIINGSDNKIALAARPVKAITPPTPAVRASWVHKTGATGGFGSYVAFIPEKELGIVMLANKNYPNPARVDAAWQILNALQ
#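 AmpC (5.3 nM in the dispensed reagent) in 20 mM phosphate pH 7.0 with 0.01% (detergent screen) or 0.0001% Triton X-100 was preincubated with compounds for 15 min at room temperature. Nitrocefin was then added from an 800 uM solution, and hydrolysis was followed at 480 nm.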
# Sm TGR inh: inhibitors of Schistosoma mansoni thioredoxin glutathione reductase; AID 485364; 360,000 compounds, 3% hits; Potency, µM (top dose mostly 114 µM), without a hit: at the top dose activity change, negative = inhibition, most hits filed as inhibitors; purified TGR, DTNB reduction, TNB absorbance 405 nm; Q962Y6; further: potency means the concentration at half of the fitted maximal effect; nearly all actives have a fitted effect of over 60% in size
#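 TGR 20 nM + NADPH 100 uM (dispensed conc.), cpd preinc 15 min RT; start with NADPH (500 uM addition) then DTNB (15 mM addition). Kinetic TNB absorbance, 405 nm filter. Four-parameter Hill fit across titration.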
# AmpC inh no detg: blocks E. coli AmpC beta-lactamase in detergent-free assay | Potency, µM (top dose mostly 57.1 µM), for the others: top-dose activity change, negative = inhibition, actives largely listed as inhibitors | P00811 | AmpC nitrocefin hydrolysis, absorbance 480 nm, 0.0001% Triton | 330,000 compounds, 0.52% hits;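 further: potency means the concentration at half of the fitted maximal effect; plate controls were no compound for no effect and no enzyme for full effect; nearly all actives have a fitted effect of over 20% in size; some results filed as inactive show a strong effect at the top dose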
#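 20 mM phosphate pH 7.0 + 0.01% (detergent screen) or 0.0001% Triton X-100; 5.3 nM AmpC reagent; cpd preinc 15 min RT; nitrocefin (800 uM stock) to start; A480 q20 s × 4 min; Activity was normalised to no-enzyme and no-compound control wells.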
# Tb PYK inh: T. brucei pyruvate kinase inhibition; TbPYK enzyme, Kinase-Glo Plus ATP luminescence, 45 min; Potency, µM (doses to about 76.8 µM), without a hit: at the top dose activity, negative = inhibition, most hits filed as inhibitors; 410,000 compounds, 0.12% hits; further: potency means the concentration at half of the fitted maximal effect; nearly all actives have a fitted effect of over 50% in size
#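 Activity of T. brucei pyruvate kinase was followed by Kinase-Glo Plus luminescence after the enzyme reacted 45 min at room temperature with 130 uM ADP (final) and substrate. Test compounds were added before ADP at multiple concentrations.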
# Numbers without * were called inactive; ? = inconclusive; . = no result given; & = joins results of further samples; [ ] = remark or other dose. Unless noted, the call rests on the fitted dose curve; in most records, active means well fitted curve in the direction sought with a large enough effect; inconclusive means small, poorly fitted or top-dose-only effect, or another doubt; inactive means no such curve, though single readings can be large; an effect the other way counts as inactive or inconclusive. Unless noted, on the % scale 0 is the no-effect control and ±100 the full control effect.
1	O=C(NNC(=O)c1cc(-c2ccncc2)nc2ccccc12)c1ccccc1O
2	CCCCCCCC(=O)NNC(=O)Cc1ccccc1
3	Cc1nn2c(=O)cc(COC(=O)c3cccc(NC(=O)c4ccc(F)cc4)c3)nc2s1
4	Cc1cc(Cl)ccc1NNC(=O)c1c(C)noc1C
5	CCCCOc1ccccc1/C=N/NC(=O)CC#N
6	CCN(C(=O)C(C)Sc1nnc(-c2ccncc2)n1C)C1CCCCC1 (stereo not given)
7	CC(=O)C1C(c2ccccc2OC(F)F)NC(=O)NC1(O)C(F)(F)F (stereo not given)
8	COC(=O)Cc1cc(=O)n(-c2nc3ccccc3[nH]2)[nH]1
Screen / compound no.,1,2,3,4,5,6,7,8
HCMV inh,-21,-13,-25,37,-8,31,-5,-11
LmPK inh,.,2%,.,2%,0%,.,-2%,-1%
AMA1 RON2 block,126%[activator],31%[activator],.,?,41%[activator],-1%[11.6 µM],-18%,-95%
AmpC detergent,-18%,-15%,?,-4%,1%,.,4%,-10%
Sm TGR inh,-7%,-2%,0%,0%,-3%,.,-18%,-13%
AmpC inh no detg,-42%,-8%,.,-14%,-39%,-6%,-23%,-28%
Tb PYK inh,9%,1%,3%,-4%,-2%,-11%,3%,-8%

9	COC(=O)COc1ccc(-c2nn(C)c(=O)c3ccccc23)cc1
10	COc1ccc(COC(=O)CCN=C2NS(=O)(=O)c3ccccc32)cc1F
11	COc1ccccc1CNC(=O)C1CCN(S(=O)(=O)c2ccc3c(ccn3C)c2)CC1
12	CC(C)C[C@H]1CN(CCCC[C@H]2CNC(=O)C(=O)N2Cc2ccccc2)C(=O)C(=O)N1CCc1ccccc1
13	CC(C)(C)C1CCC(OCC(O)CN2CCN(Cc3ccccc3)CC2)CC1 (stereo not given)
14	O=C(Nc1nnc(-c2ccncc2)o1)C1CCCCC1
15	C=CCn1c(-c2ccccn2)n[nH]c1=S
16	CCOC(=O)CSc1nc2sc3c(c2c(=O)n1Cc1ccccc1)CC(C(C)C)OC3 (stereo not given)
Screen / compound no.,9,10,11,12,13,14,15,16
HCMV inh,28,-7,9,-10,0,?,25,8
LmPK inh,-3%,.,.,.,-1%,-2%,.,.
AMA1 RON2 block,0%,15%,.,4%,-8%,4%[2.32 µM],11%,.
AmpC detergent,0%,-11%,9%,.,-15%,?,.,15%
Sm TGR inh,0%,-8%,4%,.,0%,-6%,.,1%
AmpC inh no detg,-13%,1%,.,.,158%[activator],-5%,.,.
Tb PYK inh,3%,-5%,0%,4%,-6%,-3%,?,5%

# 8 entries already listed, ordered by heavy-atom count, low to high:
15	C=CCn1c(-c2ccccn2)n[nH]c1=S
8	COC(=O)Cc1cc(=O)n(-c2nc3ccccc3[nH]2)[nH]1
9	COC(=O)COc1ccc(-c2nn(C)c(=O)c3ccccc23)cc1
7	CC(=O)C1C(c2ccccc2OC(F)F)NC(=O)NC1(O)C(F)(F)F (stereo not given)
6	CCN(C(=O)C(C)Sc1nnc(-c2ccncc2)n1C)C1CCCCC1 (stereo not given)
10	COc1ccc(COC(=O)CCN=C2NS(=O)(=O)c3ccccc32)cc1F
11	COc1ccccc1CNC(=O)C1CCN(S(=O)(=O)c2ccc3c(ccn3C)c2)CC1
12	CC(C)C[C@H]1CN(CCCC[C@H]2CNC(=O)C(=O)N2Cc2ccccc2)C(=O)C(=O)N1CCc1ccccc1
Screen / compound no.,15,8,9,7,6,10,11,12
HCMV inh,25,-11,28,-5,31,-7,9,-10
LmPK inh,.,-1%,-3%,-2%,.,.,.,.
AMA1 RON2 block,11%,-95%,0%,-18%,-1%[11.6 µM],15%,.,4%
AmpC detergent,.,-10%,0%,4%,.,-11%,9%,.
Sm TGR inh,.,-13%,0%,-18%,.,-8%,4%,.
AmpC inh no detg,.,-28%,-13%,-23%,-6%,1%,.,.
Tb PYK inh,?,-8%,3%,3%,-11%,-5%,0%,4%

# More records
17	CCN(CC(=O)NCc1cccs1)C(=O)Cc1ccc(C)c(C)c1
18	Cc1ccc(S(=O)(=O)N2CCC(=O)N(C(COCc3ccccc3)C(C)C)CC2)cc1 (stereo not given)
19	CCN(CC)CCn1c2c(c(SCC(=O)Nc3ccc(C(C)C)cc3)nc1=O)CCC2
20	Cc1oc(-c2ccc(Cl)cc2)nc1CN1CCC(C(=O)NCCCN2CCOCC2)CC1
21	CCOc1ccccc1C(=O)NCC(=O)NNC(=O)c1csc(N2CCOCC2)n1
22	CO/N=C(/CS(=O)c1ccc(Br)cc1)c1ccc(OC)cc1 (stereo not given)
23	CCCCn1c2c(c(=N)c3ccccc31)CCC2
24	Cc1cc(C)cc(NC(=O)CCC(=O)N2CCSc3ccccc32)c1
Screen / compound no.,17,18,19,20,21,22,23,24
HCMV inh,48,14,-2,96,-19,33,-36,-14&-6
LmPK inh,.,10%,.,1%,.,6%,0%,-1%
AMA1 RON2 block,-6%,-2%,-7%,0%,122%[activator],-4%,-24%,-5%
AmpC detergent,.,-9%,-8%,4%,.,1%,-1%,-8%&-7%
Sm TGR inh,.,-9%,1%,-5%,.,-3%,6%,6%&-1%
AmpC inh no detg,-4%,99%[activator],-10%,100%[activator],.,3%,-26%,-3%
Tb PYK inh,-1%,2%,-14%,-2%,-3%,-5%,-3%,1%&1%

25	Cc1ccc2nc(-c3ccc(N4C(=O)CC(N5CCN(CCO)CC5)C4=O)cc3)sc2c1 (stereo not given)
26	O=C(CCS(=O)(=O)c1ccccc1)N1CCN(c2ccccc2F)CC1
27	O=C(CNC(=O)c1ccco1)NNC(=O)c1n[nH]c(=O)c2ccccc12
28	CCOc1cc(Br)ccc1S(=O)(=O)N1CCC(C(N)=O)CC1
29	O=C(/C=N/O)NCCCn1ccnc1
30	O=C(NCCCN1CCOCC1)c1cc(S(=O)(=O)N2CCOCC2)c(Cl)cc1Cl
31	COc1ccccc1-c1cccc(-c2nc(C(=O)Nc3nccs3)cc3c2[C@H](CCO)N(C(C)=O)C3)c1
32	Cc1ccc(C)c(NC(=O)CCC(=O)N/N=C/c2cc([N+](=O)[O-])ccc2O)c1
Screen / compound no.,25,26,27,28,29,30,31,32
HCMV inh,-31,.,8,-36,10,-23,12,5
LmPK inh,-1%,-4%,.,1%,2%,.,.,4%
AMA1 RON2 block,4%,0%,8%,9%,-14%,0%,86%[activator],22%
AmpC detergent,-14%,3%,.,-1%,-5%,2%,.,6%
Sm TGR inh,-23%,1%,.,-4%,0%,2%,.,5%
AmpC inh no detg,255%[activator],5%,1%,-20%,-8%,-17%,.,-16%
Tb PYK inh,1%,1%,1%,-2%,0%,-4%,4%,7%

33	N#C/C(=C(/O)CCl)c1nnc2n1CCCCC2
34	Cc1cccc(C)c1N1CCN(C(=O)N2CCOCC2)CC1
35	COC(=O)c1sc(-c2ccccc2)cc1NC(=O)Nc1ccc(F)cc1
36	Cc1ccc(-n2c(=O)c3c4c(sc3n3c(C)nnc23)COC(C(C)C)C4)cc1 (stereo not given)
37	C=C(NC(=O)C(=C)NC(=O)c1csc(C2=NC3c4csc(n4)C4NC(=O)c5csc(n5)C([C@@](C)(O)C(C)O)NC(=O)C5CSC(=N5)/C(=C\C)NC(=O)C(C(C)O)NC(=O)c5csc(n5)[C@]3(CC2)NC(=O)C(C)NC(=O)C(=C)NC(=O)C(C)NC(=O)C(C(C)CC)NC2C=Cc3c(C(C)O)cc(nc3C2O)C(=O)OC4C)n1)C(N)=O (stereo not given in full)
38	CSCCC(NS(=O)(=O)c1ccc2c(c1)OCCO2)C(=O)NCCc1ccccn1 (stereo not given)
39	Cn1c(=O)n(C)c2cc([N+](=O)[O-])c(N3CCN(C(=O)c4ccc(F)cc4)CC3)cc21
40	COC(=O)C(Cc1ccccc1)NC(=O)C12CC3CC(CC(C3)C1)C2 (stereo not given)
Screen / compound no.,33,34,35,36,37,38,39,40
HCMV inh,?,1,-30,-16,.,51,-25,17
LmPK inh,-2%,4%,.,.,.,3%,0%,-6%
AMA1 RON2 block,21%,11%,.,8%,.,-13%,-3%,10%
AmpC detergent,6%,6%,7%,.,?,7%,0%,-1%
Sm TGR inh,?,?,-3%,.,-23%,8%,13%,-1%
AmpC inh no detg,-10%,70%[activator],.,.,262%[activator],6%,104%[activator],17%
Tb PYK inh,1%,-7%,1%,3%,.,0%,-2%,-8%

41	COc1cc([N+](=O)[O-])ccc1NC(=O)COC(=O)C=C(C)C
42	CCN(C(=O)CN1CCN(c2ccc(O)cc2)CC1)c1c(N)n(Cc2ccccc2)c(=O)[nH]c1=O
43	CN(C(=O)c1cccc(NC(=O)Cc2ccc([N+](=O)[O-])cc2)c1)C1CCCC1
44	COc1cccc(NC(=O)Cn2c(=O)cc(C)c3c(C)nn(-c4cccc(F)c4)c32)c1
45	COCc1cc(C)nc(OC)c1C(N)=O
46	COc1ccc(N(CC(=O)Nc2ccc3c(c2)OCCO3)S(=O)(=O)c2c(C)noc2C)cc1
47	CCCc1cc(=O)n2[nH]c(Cc3ccccc3)nc2n1
48	O=C(c1cn(-c2ccccc2)nc1-c1cc2ccccc2oc1=O)N1CCOCC1
Screen / compound no.,41,42,43,44,45,46,47,48
HCMV inh,-3,-5,-34,2,-3,-24,-36,-1
LmPK inh,2%,-22%,.,.,4%,-4%,0%,0%
AMA1 RON2 block,0%,39%[activator],-9%,.,7%,36%[activator],14%,-3%
AmpC detergent,?,?,.,3%,2%,1%,-2%,-7%
Sm TGR inh,1%,?,.,?,-4%,11%,6%,.
AmpC inh no detg,-8%[11.4 µM],94%[activator],-43%,.,-12%,-1%,-4%,4%
Tb PYK inh,1%,-2%,0%,1%,-3%,1%,-4%,-2%

# An unsorted share of the library; 7.4% or so of the library scored in one or more.
